# Screens deposited in PubChem BioAssay by several laboratories.
# BaF3 parental: parental Ba/F3 cell viability inhibition, counter-screen for JAK2V617F inhibitor project, murine pro-B, CellTiter-Glo luminescence | inhibition, % at 5.6 µM | CellTiter-Glo ATP luminescence | 1.1% of 220,000 active;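 active = inhibition above a per-campaign cutoff, the mean inhibition of all tested compounds plus 3 SD, cut at about 27% in these data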;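 also: 0% = DMSO wells and 100% = JAK Inhibitor I control wells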
# NPY-Y2 PAM-ag: NPY-Y2 potentiators or agonists, primary screen, cell-based. Neuropeptide Y receptor type 2 (Homo sapiens), P49146. cells expressing NPY-Y2, potentiator/agonist read-out. activation, % at 3.6 µM. 0.45% of 220,000 active. AID 1359, 2008; in the data active = activation above about 27%;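 also: cells stimulated with NPY near EC25 plus isoproterenol at EC100; 0% = vehicle plus submaximal agonist and 100% = vehicle plus saturating agonist; some results beyond the cut were filed as inactive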
# Target sequence (P49146 whole entry, looked up): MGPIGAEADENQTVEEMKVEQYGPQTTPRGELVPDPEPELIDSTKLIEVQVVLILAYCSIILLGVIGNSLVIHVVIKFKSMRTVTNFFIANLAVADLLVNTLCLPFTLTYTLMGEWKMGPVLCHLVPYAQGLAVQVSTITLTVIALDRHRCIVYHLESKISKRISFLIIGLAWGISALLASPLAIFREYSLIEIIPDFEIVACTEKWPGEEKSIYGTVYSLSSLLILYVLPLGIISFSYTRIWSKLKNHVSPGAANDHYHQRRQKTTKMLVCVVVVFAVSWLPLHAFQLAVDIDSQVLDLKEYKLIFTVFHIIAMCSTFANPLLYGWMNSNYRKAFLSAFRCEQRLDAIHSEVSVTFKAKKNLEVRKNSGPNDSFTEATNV
# NPY1 pot ag: NPY-Y1 receptor potentiators or agonists, primary screen, cell-based; Neuropeptide Y receptor type 1 (Homo sapiens), P25929; NPY-Y1 expressing cells, potentiator/agonist activation; activation, % at 3.6 µM; 0.37% of 220,000 active; in the data active = activation above about 33%, passing the limit was not always enough;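 also: cells stimulated with NPY at EC10 then isoproterenol at EC100; 0% = low agonist plus stimulus and 100% = saturating agonist plus stimulus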
# S1P4 antag: S1P4 receptor antagonists, primary screen, cell-based. Sphingosine 1-phosphate receptor 4 (Homo sapiens), O95977. S1P4-expressing cells, antagonist mode, reporter read-out. inhibition, % at 4.98 µM. 0.26% of 220,000 active. AID 1510, 2009; in the data active = inhibition above about 29%;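 also: 0% = wells stimulated with agonist and 100% = vehicle wells without agonist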
# CHOP inh: inhibitors of CHOP promoter induction, primary screen, cell-based, unfolded protein response, luciferase reporter. 3.8% of 220,000 active. CHO-K1 CHOP-promoter luciferase, tunicamycin-induced, 15-18 h. inhibition, % at 10 µM;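 active = compounds that reduced the stress-induced luciferase reporter signal by more than about 70% of percent inhibition, limit read from the data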;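 also: 0% = tunicamycin plus vehicle and 100% = wells without tunicamycin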
# NPY-Y1 antag: NPY-Y1 receptor antagonists, primary screen, cell-based; HEK293-CNG Y1 cells, membrane potential fluorescence; NPY at EC95, then isoproterenol; 1% of 200,000 active; inhibition, % at 3.6 µM; Neuropeptide Y receptor type 1 (Homo sapiens), P25929; AID 1040, 2008;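 active = inhibition above the campaign mean inhibition of all tested compounds plus 3 SD, cut at about 20% in these data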;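 also: 0% = DMSO wells given NPY plus isoproterenol and 100% = isoproterenol alone without NPY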
#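 Material: HEK293 cells co-expressing NPY Y1 receptor and cyclic-nucleotide gated channel. Timing: compound incubation 1 h at room temperature, readout 45 min post-stimulation. Signal: fluorescence, membrane potential probe.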
# NCF1 inh: p47phox/p22phox peptide binding inhibitors, primary screen, biochemical, uHTS, NADPH oxidase regulatory subunit | Neutrophil cytosol factor 1 (Homo sapiens), P14598 | fluorescence polarization, 2 h | inhibition, % at 24.7 µM | 0.53% of 220,000 active | AID 1274, 2008;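 active = inhibition above about 30%, limit read from the data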;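 also: 0% = p47phox with labelled peptide and 100% = labelled peptide alone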
# Target sequence (P14598 whole entry, looked up): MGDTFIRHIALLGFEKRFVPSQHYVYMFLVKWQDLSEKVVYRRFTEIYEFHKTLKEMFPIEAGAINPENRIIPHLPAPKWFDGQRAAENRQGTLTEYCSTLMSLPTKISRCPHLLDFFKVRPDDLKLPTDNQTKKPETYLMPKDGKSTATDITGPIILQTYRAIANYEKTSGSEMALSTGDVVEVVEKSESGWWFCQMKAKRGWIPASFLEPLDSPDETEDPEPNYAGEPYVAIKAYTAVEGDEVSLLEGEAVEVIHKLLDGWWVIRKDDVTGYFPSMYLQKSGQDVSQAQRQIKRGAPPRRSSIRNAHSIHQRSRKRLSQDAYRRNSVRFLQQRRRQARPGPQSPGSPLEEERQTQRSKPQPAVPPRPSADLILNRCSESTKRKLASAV
# Ba/F3 V617F tox: reduced viability of JAK2V617F-dependent Ba/F3 cells, primary screen, JAK2V617F inhibitor project, cell-based, Ba/F3 EpoR-JAK2V617F, luminescence; ATP luminescence; inhibition, % at 5.6 µM; 1.1% of 220,000 active; AID 1446, 2008;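 active = inhibition above the campaign mean plus 3 SD over all tested compounds, cut at about 24% in these data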;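 also: cytokine-independent growth of Ba/F3 cells driven by EpoR plus mutant JAK2; 0% = DMSO-treated cells and 100% = JAK inhibitor I control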
# S1P4 agonist: S1P4 receptor agonists, primary screen, cell-based; Sphingosine 1-phosphate receptor 4 (Homo sapiens), O95977; S1P4-expressing cell line, agonist reporter assay; activation, % at 4.98 µM; 0.35% of 220,000 active; AID 1509, 2009; in the data active = activation above about 11%;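 also: 0% = DMSO vehicle and 100% = reference agonist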
# * hit, by the source's call; nt = no result given.
# Every second line gives: BaF3 parental	NPY-Y2 PAM-ag	NPY1 pot ag	S1P4 antag	CHOP inh	NPY-Y1 antag	NCF1 inh	Ba/F3 V617F tox	S1P4 agonist
O=C(O)c1ccc2c(=O)n3c(nc2c1)/C(=C/c1ccccc1C(F)(F)F)CCCC3
→ 7	-5	13	-7	-2	5	-16	3	0.3
O=C(OCCCN=C1NS(=O)(=O)c2ccccc21)c1cccs1
→ 6	-10	4	-7	37	11	-51	-1	1.7
COc1ccc(-c2nc(CCNC(=O)c3cccs3)cs2)cc1
→ 6	-18	8	-3	11	3	-9	-2	0.9
COCCn1c(N)c(N(Cc2ccccc2)C(=O)C2CCCCC2)c(=O)[nH]c1=O
→ -4	7	-8	-6	3	-2	-4	-3	-0.1
Cc1ccc(S(=O)(=O)Nc2ccc(C(=O)OCC(=O)N(CCC#N)c3ccccc3)cc2)cc1C
→ 0	2	-1	-21	10	1	-17	2	0.9
Cc1nc(SCC(=O)Nc2cc(C(N)=O)cc(C(N)=O)c2)c2c(C)c(C)sc2n1
→ 5	-37	-7	-16	0	nt	-13	2	-3.2
O=C(CSc1nc2ccc(Nc3nc(N4CCOCC4)nc(N4CCOCC4)n3)cc2s1)NCc1ccco1
→ 7	-14	-12	-5	11	3	-9	2	2.7
Cc1cccc(Oc2ncnc(N)c2[N+](=O)[O-])c1C
→ 5	9	18	-3	19	-5	-6	-2	-0.1
Cc1oc(C(C)(C)C)cc1C(=O)N1CCN(c2ncccc2C(F)(F)F)CC1
→ -3	-3	-3	-3	13	nt	-4	0	0.8
CC(OC(=O)C1CCN(S(=O)(=O)c2ccc(Cl)cc2)CC1)C(=O)N1CCc2ccccc21 (stereo not given)
→ -4	10	1	-10	13	-6	-16	-4	-2.2
COc1ccc(-c2nc(CCNS(=O)(=O)c3ccc4c(c3)OCCO4)cs2)cc1
→ 9	-4	-5	3	41	4	3	2	0.1
CCN1CCCC1CN(Cc1cc2cc(OC)ccc2[nH]c1=O)C(=O)NCc1ccccc1 (stereo not given)
→ 1	-5	-4	-1	-25	-2	-32	0	-1.6
CN(Cc1ccccc1)c1ccc(N2C(=O)CCC2=O)cc1[N+](=O)[O-]
→ 5	11	12	7	5	0	7	1	0.4
O=C(CN(C1CCCCC1)S(=O)(=O)c1ccc(F)cc1)NCc1ccncc1
→ 0	18	3	-7	-1	-3	-7	10	0.5
Nc1nncn1C(=O)c1c(Cl)cccc1Cl
→ 3	2	-3	-17	18	-2	-8	1	-0.6
CCN1CCN(CCNC(=O)c2cn(Cc3ccccc3F)nn2)CC1
→ 4	-9	-6	-14	-6	-2	-11	4	2.9
Cc1cccc(C(=O)NCC(=O)OCC(=O)c2cc(C)n(CC3CCCO3)c2C)c1 (stereo not given)
→ 0	8	-11	-4	12	0	2	-1	-0.3
CC1=C(C(=O)Nc2cccc(C)n2)C(c2ccc3c(c2)OCO3)C2=C(CC(c3ccco3)CC2=O)N1 (stereo not given)
→ 3	-13	-14	-6	17	-1	-1	3	-0.1
O=C(NC1CC1)c1ccc(S(=O)(=O)NC2CCCCCC2)cc1
→ 3	-13	-16	-8	35	4	-13	1	-1.2
O=C(CCS(=O)(=O)c1ccc(Br)s1)NCc1cccs1
→ 2	-5	-15	14	12	-2	-5	-1	1.7

# New compounds follow:
# Every second line gives: BaF3 parental	NPY-Y2 PAM-ag	NPY1 pot ag	S1P4 antag	CHOP inh	NPY-Y1 antag	NCF1 inh	Ba/F3 V617F tox	S1P4 agonist
O=C(COc1ccc([N+](=O)[O-])cc1)NCc1cccnc1
→ 10	9	3	-12	0	6	3	1	-0.2
Fc1ccc(Br)cc1C1C=C(c2ccc(Br)s2)Nc2ncnn21 (stereo not given)
→ 3	2	19	-2	nt	0	-21	1	-1.1
COc1ccc(-c2ccc(-c3noc(C4CCCCC4)n3)c(OC)n2)cc1
→ 7	7	-2	17	-11	-3	-52	-1	0.8
O=C(N/N=C/c1cc2c(cc1Br)OCO2)c1ccccn1
→ -2	-5	6	-25	-21	nt	2	7	0.9
Cn1cccc1Cc1nnc(SCC(=O)Nc2cccc(F)c2)n1-c1ccc(F)cc1
→ 4	14	15	3	37	4	-11	-3	0.4
O=C(CCCn1c(=O)[nH]c2ccccc2c1=O)N1CCN(c2ccccn2)CC1
→ 6	8	11	1	-6	-4	-9	3	1.3
COc1ccc2c(C)cc(SC3CCOC3=O)nc2c1 (stereo not given)
→ 7	-6	8	-3	-6	0	-2	-1	0.2
C=CCn1c(SCc2c(C)noc2C)nc2sc3c(c2c1=O)CCCCC3
→ 6	-8	-36	0	58	2	-1	4	-0.5
Cc1cc(F)c(F)c(C(=O)N2C(C)CCCC2C)c1Cl (stereo not given)
→ -1	-4	-14	12	-1	1	-4	0	-0.2
O=C(NCc1ccccn1)c1cc2ccccc2oc1=O
→ 1	14	7	2	2	0	-8	-1	-0.8
O=S1(=O)CCC(NC(=S)N2CCCCC2)C1 (stereo not given)
→ -1	6	0	2	-19	5	-3	-6	2.0
O=C(CN(C(=O)Cn1nnc(-c2ccc(F)cc2)n1)c1ccc(F)c(Cl)c1)NCC1CCCO1 (stereo not given)
→ 12	-24	-17	2	-4	6	-1	1	-0.7
O=C(CSc1nnc(Nc2ccccc2F)s1)NCc1ccco1
→ 4	-1	-2	-15	-11	-2	1	2	-1.1
COc1ccc(-n2cc(C(=O)c3ccccc3O)cn2)cc1
→ 6	4	-5	5	3	10	-13	4	-1.2
COc1ccc(/C=N/n2c(C)nc3c([nH]c4ccccc43)c2=O)cc1CN1CCCC(C)(C)C1
→ 3	-24	-10	2	6	nt	-8	-3	1.0
CCOC(=O)C1CN(S(=O)(=O)c2ccc(OC)cc2)c2cc(CC(=O)OC)ccc2O1 (stereo not given)
→ 3	-1	1	-3	-15	3	-9	1	0.9
O=C(CSc1ncnc2c1cnn2CCO)Nc1cccc(C(F)(F)F)c1
→ 1	6	-12	6	12	-2	-2	-3	1.6
O=C(NCCN1CCCCC1)c1ccc2c(c1)OCCO2
→ 1	-7	-14	-8	7	4	-11	-1	0.0
Cc1cccc(NC(=O)C(=O)NCC2CCCO2)c1 (stereo not given)
→ -1	4	4	-8	-5	1	-2	-4	0.2
CC(C)CN(Cc1c(O)ccc2ccccc12)CC(C)C
→ 8	-11	0	6	-3	-2	-8	5	-1.1

# Next part.
# Every second line gives: BaF3 parental	NPY-Y2 PAM-ag	NPY1 pot ag	S1P4 antag	CHOP inh	NPY-Y1 antag	NCF1 inh	Ba/F3 V617F tox	S1P4 agonist
Cc1nc2ccc(NC(=O)C3CCN(S(=O)(=O)c4cccs4)CC3)cc2s1
→ -1	3	12	-11	35	-7	2	-4	-1.2
CCCCN1c2cc(C)c(O)cc2C(C(=O)OCC)C1C (stereo not given)
→ 2	9	-7	1	48	-3	2	0	2.0
Cc1cc2oc(C(=O)Nc3ccc(S(=O)(=O)Nc4onc(C)c4C)cc3)cc(=O)c2cc1Cl
→ 3	-9	8	17	30	nt	-19	0	0.0
O=C(CCN1CCc2ccccc2C1)Nc1ccc(F)cc1
→ 4	12	5	3	-6	7	-4	4	0.4
O=c1onc(-c2ccc(Cl)cc2Cl)n1-c1cccnc1
→ -2	-11	-1	-1	9	nt	-8	-2	1.1
O=C(CCn1cnc2ccccc2c1=O)Nc1nc(-c2ccc(Br)cc2)cs1
→ 6	7	3	-11	50	-1	-1	0	3.1
O=c1ccc(-c2nc3cc(Cl)ccc3n2Cc2ccccc2)c[nH]1
→ 3	-7	-12	-2	-25	-5	3	6	-0.8
Cc1nc(N)c(C#N)c(-c2ccccc2Cl)c1C
→ 2	6	-20	-5	24	10	11	-1	1.0
CCN1CCc2c(sc(NC(=S)NC(=O)c3ccccc3)c2C#N)C1
→ 3	-12	-4	3	-4	6	-40	0	-1.9
CC(=O)Nc1ccc(OC(F)(F)Cl)cc1
→ 2	-1	-3	-3	-1	0	-3	2	0.3
O=C(c1cnccn1)N1CCc2c([nH]c3ccccc23)C1c1cccc(Cl)c1 (stereo not given)
→ 3	11	11	-24	-3	6	-5	3	1.0
CCOc1ccc(N2C(=O)Nc3ccccc3C2(O)C(=O)NCc2ccc(C)cc2)cc1 (stereo not given)
→ 9	5	13	4	-10	4	4	3	-0.9
C=CCOc1ccccc1CNc1ccc2c(c1)OCCO2
→ 8	-14	-3	4	41	8	6	-1	1.5
Cc1nc(CCNC(=O)Cc2ccc(F)cc2)cs1
→ 4	-14	0	-3	20	2	-9	0	-1.1
Cc1ccc(C(=O)N[C@H](C(=O)OCC(=O)NC2CCS(=O)(=O)C2)C(C)C)cc1 (stereo not given in full)
→ 0	11	-1	-12	8	6	-6	-3	-1.1
COC(=O)c1ccccc1NC(=O)Cn1nc(C(F)(F)F)c2c1CCC2
→ 0	10	-29	-32	48	9	-8	-4	2.3
COC(=O)Cc1csc(Nc2ccccc2)n1
→ 2	-5	-2	-5	-15	3	-12	2	9.7
CSc1cccc(NC(=S)N2CCC(N(C)C3CCCC3)CC2)c1
→ 8	-2	11	13	-20	3	-4	1	1.0
Nc1ncnc(Nc2ccccn2)c1[N+](=O)[O-]
→ 3	12	6	-11	33	3	0	-3	1.1
N#CC1=C(O)C(c2ccccc2)n2c1nc(=O)c1ccccc12 (stereo not given)
→ 5	-2	-12	-1	-19	13	-68	1	-1.9

# Part of the list above, showing only NPY-Y2 PAM-ag, S1P4 antag and S1P4 agonist:
mol | NPY-Y2 PAM-ag | S1P4 antag | S1P4 agonist
Nc1ncnc(Nc2ccccn2)c1[N+](=O)[O-] | 12 | -11 | 1.1
N#CC1=C(O)C(c2ccccc2)n2c1nc(=O)c1ccccc12 (stereo not given) | -2 | -1 | -1.9

# Structures shown so far containing an aryl thioether with sulfur outside any ring:
# Every second line gives: BaF3 parental	NPY-Y2 PAM-ag	NPY1 pot ag	S1P4 antag	CHOP inh	NPY-Y1 antag	NCF1 inh	Ba/F3 V617F tox	S1P4 agonist
Cc1nc(SCC(=O)Nc2cc(C(N)=O)cc(C(N)=O)c2)c2c(C)c(C)sc2n1
→ 5	-37	-7	-16	0	nt	-13	2	-3.2
O=C(CSc1nc2ccc(Nc3nc(N4CCOCC4)nc(N4CCOCC4)n3)cc2s1)NCc1ccco1
→ 7	-14	-12	-5	11	3	-9	2	2.7
Cn1cccc1Cc1nnc(SCC(=O)Nc2cccc(F)c2)n1-c1ccc(F)cc1
→ 4	14	15	3	37	4	-11	-3	0.4
COc1ccc2c(C)cc(SC3CCOC3=O)nc2c1 (stereo not given)
→ 7	-6	8	-3	-6	0	-2	-1	0.2
C=CCn1c(SCc2c(C)noc2C)nc2sc3c(c2c1=O)CCCCC3
→ 6	-8	-36	0	58	2	-1	4	-0.5
O=C(CSc1nnc(Nc2ccccc2F)s1)NCc1ccco1
→ 4	-1	-2	-15	-11	-2	1	2	-1.1
O=C(CSc1ncnc2c1cnn2CCO)Nc1cccc(C(F)(F)F)c1
→ 1	6	-12	6	12	-2	-2	-3	1.6
CSc1cccc(NC(=S)N2CCC(N(C)C3CCCC3)CC2)c1
→ 8	-2	11	13	-20	3	-4	1	1.0
